Source: PubChem
EPAC2 antagonist: blocks human EPAC2 exchange factor; EPAC2 GEF exchange of Rap1B-BODIPY-GDP, fluorescence; Potency, µM (top dose mostly 114 µM), without a hit: top-dose activity, negative = inhibition, usual class: inhibitors; actives 0.18% (n = 360,000); AID 720708; also: potency is read from the fitted curve at half-maximal effect; % is scaled to controls: 0 for no effect and ±100 for the full control effect; nearly all actives have a fitted effect of over 45% in size; many of its hits are not listed in these tables
Target sequence (Q8WZA2 whole entry, looked up): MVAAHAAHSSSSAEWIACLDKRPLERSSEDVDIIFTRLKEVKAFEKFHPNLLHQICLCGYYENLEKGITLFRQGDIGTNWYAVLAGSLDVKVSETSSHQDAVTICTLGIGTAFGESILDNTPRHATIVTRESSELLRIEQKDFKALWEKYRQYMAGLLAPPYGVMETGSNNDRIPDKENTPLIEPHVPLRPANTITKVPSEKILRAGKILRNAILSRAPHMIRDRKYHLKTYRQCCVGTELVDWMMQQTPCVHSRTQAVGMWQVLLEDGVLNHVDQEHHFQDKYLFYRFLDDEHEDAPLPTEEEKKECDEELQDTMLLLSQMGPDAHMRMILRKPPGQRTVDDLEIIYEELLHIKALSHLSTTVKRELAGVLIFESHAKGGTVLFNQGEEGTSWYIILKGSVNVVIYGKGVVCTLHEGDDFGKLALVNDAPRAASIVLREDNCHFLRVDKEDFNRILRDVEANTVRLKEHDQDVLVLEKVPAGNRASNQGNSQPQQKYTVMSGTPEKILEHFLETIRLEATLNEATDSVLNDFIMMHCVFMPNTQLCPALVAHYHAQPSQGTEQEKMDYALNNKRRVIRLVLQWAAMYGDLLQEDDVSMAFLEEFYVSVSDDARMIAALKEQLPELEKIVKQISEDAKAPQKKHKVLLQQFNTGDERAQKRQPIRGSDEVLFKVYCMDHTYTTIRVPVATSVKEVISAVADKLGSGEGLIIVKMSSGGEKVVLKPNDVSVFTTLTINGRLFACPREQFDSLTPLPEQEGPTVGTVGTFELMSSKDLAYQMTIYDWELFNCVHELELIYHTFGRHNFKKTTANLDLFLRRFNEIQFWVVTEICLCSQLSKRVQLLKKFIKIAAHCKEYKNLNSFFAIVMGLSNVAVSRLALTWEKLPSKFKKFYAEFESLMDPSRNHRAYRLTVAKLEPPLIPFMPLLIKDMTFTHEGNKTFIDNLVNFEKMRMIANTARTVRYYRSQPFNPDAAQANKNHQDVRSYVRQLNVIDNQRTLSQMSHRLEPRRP
EPAC2 ag: agonists of human EPAC2 (RAPGEF4). EPAC2 activation, biochemical qHTS; response scale: 100% = 6.5 mM cAMP response. actives 0.079% (n = 360,000). Potency, µM (top dose mostly 154 µM), inactives show at the top dose activation, actives largely listed as activators; also: potency is read from the fitted curve at half-maximal effect; nearly all actives have a fitted effect of over 50% in size
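Nucleotide exchange monitored as fluorescence drop when BODIPY-GDP leaves Rap1B. Reaction: 100 nM EPAC2, 250 nM RAP1B-BODIPY-GDP, 50 uM GDP, room temperature, kinetic read over 30 min. Activity expressed relative to 6.5 mM cAMP.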
CCT chaperon mod: cytosolic chaperonin activity modulation; purified chaperonin ATPase assay, HTRF ADP detection, 30 min; AID 651819; activity change, % (test concentration not listed), hits read low; actives 0.3% (n = 360,000); in the data active = activity change below about -30%; also: % is scaled to controls: 0 for no effect and ±100 for the full control effect
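Nucleotide hydrolysis assay: TRiC at 20–40 nM final (set by batch activity) with 10 uM ATP, 30 min at 37 °C, in presence of 76 uM compound. Detection by competitive ADP HTRF, 30 min ambient.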
PTHR1 agonist: agonists of human PTHR1 parathyroid hormone receptor | actives 0.075% (n = 410,000) | Q03431 | HEK293 GP2 PTHR1 cells, GloSensor cAMP luminescence, 1 h | Potency, µM (titrated, usually from 115 µM), without a hit: at the top dose activation, actives largely listed as activators | AID 743266; also: potency is read from the fitted curve at half-maximal effect; nearly all actives have a fitted effect of over 55% in size; some results filed as inactive show a strong effect at the top dose; inactives centre near -15; many of its hits are not listed in these tables
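HEK-293-derived GP2 cells expressing PTHR1 and a GloSensor cAMP reporter, 3,000/well, plated overnight, given luciferin plus IBMX (each 0.5 mM as added) for 1 h at 37 °C, then compound for 1 h at 37 °C. Luminescence was read after 15 min at room temperature.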
Akt phos inh: Akt phosphorylation inhibition. Neuro2A IGF-stimulated pAkt S473 HTRF, 20 min; hits give low values. activity change, % for hits at 50 µM. actives 0.32% (n = 360,000). AID 651550; in the data active = activity change below about -80%; inconclusive = mostly about -51% to -80%; also: % is scaled to controls: 0 for no effect and ±100 for the full control effect
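Neuro2A cells (4,500/well, DMEM with 0.5% FBS) were treated with compound at a single 50 µM final concentration, stimulated with 6 nM IGF for 20 min at 37 °C, and lysed. Phospho-Akt Ser473 was read by HTRF as 665/615 ratio ×10^4.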
DRD3 antagonist: antagonists of human D3 dopamine receptor; D3R cells, DiscoveRx beta-arrestin luminescence, antagonist mode; hits give low values; max response, negative = inhibition, %; actives 2.5% (n = 360,000); AID 652054; in the data active = max response below about -50%; inconclusive = no clear call, values can overlap the other calls; also: % is scaled to controls: 0 for no effect and ±100 for the full control effect; mostly tested at two doses, the higher about 12 µM
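Cells plated overnight at 1500 cells/well, then exposed to library compounds with dopamine controls for 90 minutes at 37 degrees C. DiscoveRx reagent added for 30–60 minutes at room temperature; luminescence read, quantitative HTS format.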
D3 ag: D3 dopamine receptor (human) agonism; P35462; D3R DiscoveRx beta-arrestin cells, luminescence, 90 min; max activation, %; actives 0.58% (n = 410,000); in the data active = max activation above about 30%; also: 0% is about no effect; mostly tested at two doses, the higher about 12 µM
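Agonist-mode cell screen: cells plated at 1500/well and incubated overnight at 37 °C, then exposed to library compounds for 90 min at 37 °C. Detection reagent was added for 30–60 min at room temperature, and luminescence was read.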
Mm-Cpn inhibitor: M. maripaludis TRiC chaperonin inhibition; purified Mm-Cpn ATPase, ADP Transcreener TR-FRET; Potency, µM (top dose mostly 76.9 µM), for the others: at the top dose activity, negative = inhibition, actives largely listed as inhibitors; actives 0.031% (n = 330,000); AID 504842; also: potency is read from the fitted curve at half-maximal effect; % is scaled to controls: 0 for no effect and ±100 for the full control effect; nearly all actives have a fitted effect of over 80% in size
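25 nM Mm-CPN + cpd, 10 min 37°C; + 10 uM ATP, 30 min 37°C; buffer 30 mM Tris pH 7.4, 100 mM KCl, 5 mM MgCl2, 1 mM DTT; Transcreener ADP HTRF detection 30 min RT.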
Starred values were filed as active, the others as inactive; i = inactive; u = inconclusive; x = no result given; [ ] = remark or other dose. Unless noted, calls follow the shape of the dose curve; as a rule, active = well fitted curve in the direction sought with a large enough effect; inconclusive = small, poorly fitted or top-dose-only effect, or another doubt; inactive = no such curve, though single readings can be large; an effect the other way counts as inactive or inconclusive. These rows are one share of the data; count on the stated rates, not on these rows.

SMILES | EPAC2 antagonist | EPAC2 ag | CCT chaperon mod | PTHR1 agonist | Akt phos inh | DRD3 antagonist | D3 ag | Mm-Cpn inhibitor
Cc1c(Cl)cccc1NC(=S)N(CCN(C)C)C(C)c1ccccn1 (centres undefined) | 2% | 3% | -0.9 | i | i | 7 | 6 | -2%
Cn1c(CCNC(=O)C(C)(C)C)nc2ccccc21 | 9% | 1% | 0.5 | i | i | -14 | -2 | 1%
O=C(CN1CCOCC1)N/N=C/c1ccco1 | 0% | 5% | -3.5 | -16% | i | -1 | 3 | -1%
Cc1cccc(N2CCN(C(=O)C3CCN(S(=O)(=O)c4cccc5nsnc45)CC3)CC2C)c1 (centres undefined) | 6% | 4% | 2.8 | -11%[57.5 µM] | i | 13 | 4 | -2%
CC1CC(C#N)N(N(C)C)C1=C(C#N)C#N (centres undefined) | 7% | 4% | 1.9 | i | i | -3 | -16 | 0%
CC(=O)Nc1ccc(NC(=O)Cc2sc(C)nc2-c2ccc(C)cc2)cc1 | 12% | -5% | -1.2 | i | i | 21 | 1 | -1%
N#CC1(CCCN2CCCCC2)c2ccccc2CCc2ccccc21 | 2% | 7% | 0.8 | i | i | -93* | -24 | x
Nc1nnc(SCCCC(=O)c2ccc(Br)cc2)s1 | 0% | -4% | 0.4 | -47%[inhibitor] | i | 8 | -2 | -1%
CCc1ccc(OC2(C)CCN(Cc3ccccc3OC(F)F)C2)cc1 (centres undefined) | -11% | 13% | 0.2 | i | i | -22 | -20 | x
CC(NCc1ccc2c(c1)OCO2)c1ccccc1 (centres undefined) | 8% | 8% | 0.7 | -26% | i | -16 | -18 | 0%
O=C(CSc1nnc(Cc2ccccc2)o1)NCCN1C(=O)CSC1=O | 5% | 3% | 0.5 | i | i | -9 | 4 | -5%
COc1ccc(NC2SC(=O)N(C)C2=O)cc1 (centres undefined) | -6% | -8% | 0.3 | i | i | 6 | 0 | -1%
O=C(N/N=C/c1cc([N+](=O)[O-])ccc1O)c1cc(-c2ccccc2)nc2ccccc12 | 9% | -2% | 0.9 | -27% | i | 4 | 7 | -4%
COc1ccc(CN(C(=O)c2nsc(Cl)c2Cl)C(C(=O)NC2CCCC2)c2ccc(C)cc2)cc1 (centres undefined) | -18% | 5% | -0.3 | -14% | i | -25 | -11 | 1%
Cc1cc(S(=O)(=O)Nc2cccnc2)c(C)s1 | -5% | -2% | -0.5 | i | i | 2 | -1 | 1%
O=S(=O)(Nc1nc2ccc(S(=O)(=O)N3CCCC3)cc2s1)c1ccc(F)cc1 | 2% | 7% | 0.2 | 0% | i | -3 | 17 | -5%
Fc1cc2nccnc2cc1N1CCSCC1 | -1% | 7% | -3.4 | i | i | 20 | 1 | 2%
COc1cc(C(=O)Nc2nnc(C3=COCCO3)o2)cc(OC)c1OC | 5% | -1% | -0.8 | i | i | 17 | 2 | -1%
COc1ccc2c(c1)O[C@H](c1ccc3c(c1)OCO3)[C@@H](OC(=O)N[C@H]1CCCc3ccccc31)C2=O | 8% | 7% | -2.4 | i | i | 1 | 54* | -18%
O=C(CCN1C(=O)C2C3C=CC(C3)C2C1=O)Nc1ccc(F)cc1 (centres undefined) | -15% | 9% | -0.1 | -5% | i | -17 | -2 | 0%
Cc1ccc(C(=O)NS(=O)(=O)c2ccc(C)cc2)cc1 | 4% | 13% | 1.4 | i | i | -25 | -9 | -1%
COc1ccc(C2C(C(=O)Nc3ccccn3)=C(C)Nc3ncnn32)c(OC)c1 (centres undefined) | -5% | 4% | -0.4 | -8% | i | 12 | -2 | -1%
O=C(Nc1c(C(=O)N2CCC(N3CCCCC3)CC2)oc2ccccc12)c1ccc(F)cc1 | 0% | 2% | 0.0 | i | i | -12 | -10 | -2%
Fc1ccccc1Cc1ccc(Cl)nn1 | 11% | -7% | -3.0 | i | i | 14 | -4 | 1%
COc1cc2c(cc1OC)C(/C(C#N)=N\O)=NC(C)(C)C2 | 2% | 3% | 1.1 | -3%[57.5 µM] | x | 15 | -1 | -1%
Continuation.
SMILES | EPAC2 antagonist | EPAC2 ag | CCT chaperon mod | PTHR1 agonist | Akt phos inh | DRD3 antagonist | D3 ag | Mm-Cpn inhibitor
Cc1cc(NS(=O)(=O)c2ccc(NC(=O)N[C@H](C(=O)O)C(C)C)cc2)no1 | 8% | 12% | -2.1 | -19% | i | -27 | -3 | 1%
O=C(c1ccco1)N1CCN(CC(O)Cn2c3ccccc3c3ccccc32)CC1 (centres undefined) | 1% | 2% | -0.4 | -2% | i | 5 | 10 | -12%
COc1cc(-c2nnc(NC(=O)CS(=O)(=O)c3ccc(F)cc3)o2)cc(OC)c1OC | 5% | 1% | -0.5 | i | i | 9 | 0 | 4%
CCCn1c(=O)c2ccccc2n2c(SC(C)C(N)=O)nnc12 (centres undefined) | -2% | 3% | -1.1 | i | i | -12 | -8 | 1%
CC(=O)Nc1ccc(C(=O)OCc2ccc(Cl)cc2)cc1 | 0% | 11% | -2.2 | -22% | i | -27 | -1 | -1%
COc1ccccc1NC(=S)NCCc1ccc(Cl)cc1 | -6% | 21% | 1.9 | -9%[57.5 µM] | i | -13 | -3 | 0%
Cc1[nH]c2ccccc2c1-c1nc2ccccc2[nH]1 | -8% | 2% | -1.9 | i | i | 5 | 3 | -1%
Cc1ccnc(NC(=O)c2cccc(S(=O)(=O)N3CCN(c4ccc(F)cc4)CC3)c2)c1 | -5% | 4% | 2.2 | -8% | i | 13 | 1 | -4%
CCN(CC)C(=O)CS(=O)CC(=O)Nc1cc(OCCOC)c(Cl)cc1Cl (centres undefined) | 7% | 3% | 0.9 | i | i | -7 | -3 | 1%
O=C(CN(c1ccccc1Cl)S(=O)(=O)c1ccccc1)NC1CC2CCC1C2 (centres undefined) | -19% | -6% | -1.0 | i | i | -14 | -3 | x
O=C(Nc1ccc(Oc2ccsc2C(=O)O)cc1)c1ccccc1F | -6% | 4% | -0.2 | i | i | 11 | 1 | -1%
Cc1ccc2c3c([nH]c2c1)C(=O)CC(C)(C)S3 | -6% | 10% | -1.6 | -6% | i | -6 | -5 | -5%
Clc1ccc2c(c1)C(N1CCNCC1)Cc1ccccc1S2 (centres undefined) | -9% | 7% | -2.8 | -4%[57.5 µM] | i | -56* | -26 | 0%
CCc1ccc(CN(C)CC(O)COc2cccc3ccccc23)cc1 (centres undefined) | -13% | 15% | -0.6 | -6% | i | 0 | -11 | -1%
CN(c1ccc(C(=O)NCCSCc2ccco2)cc1)S(C)(=O)=O | 7% | 0% | 0.4 | -11% | i | 18 | 6 | -2%
O=S(=O)(c1ccc(Cl)cc1)c1cnc2ccccc2n1 | 6% | -4% | -3.0 | -33%[inhibitor] | i | -8 | 3 | -3%
O=C(/C=C/c1ccc(F)cc1)N1CCCN(C(=O)/C=C/c2ccc(F)cc2)CC1 | 8% | 1% | -1.7 | -26% | i | -16 | -4 | 1%
CC(C)c1ccc(C(=O)CSc2ncn[nH]2)cc1 | 0% | 6% | -0.4 | i | i | -5 | 2 | 0%
CCOC(=O)c1cnc(-n2nc(C)cc2C)nc1NNc1ncc(-c2ccccc2)cn1 | -7% | 5% | -2.6 | i | i | -25 | 0 | -1%
COCCCNS(=O)(=O)c1ccc2[nH]c(=O)[nH]c2c1 | 3% | 5% | -1.6 | i | i | 9 | 10 | -1%
COc1ccc(NC(=O)c2cccc(N3C(=O)c4ccc(C(=O)Nc5ccc(OC)c(O)c5)cc4C3=O)c2)cc1O | 0% | 2% | -0.2 | -16% | i | 10 | 1 | 2%
Cc1ccccc1OCCNC(=O)/C=C/c1ccccc1 | -7% | 9% | -0.9 | i | i | -22 | -5 | 0%
O=C(NCc1ccncc1)C1Cc2c(-c3ccc4c(c3)OCO4)ccnc2O1 (centres undefined) | -1% | 16% | 0.4 | -2% | i | 1 | -2 | x
CCOC(CCNC(=O)c1cn(CCOC)c(=O)c2c1c1ccccc1n2C)OCC | -12% | 0% | -0.7 | i | i | 21 | 1 | -24%
Cc1cc2ncn(/N=C/c3ccc([N+](=O)[O-])s3)c2cc1C | 3% | 12% | 0.9 | i | i | -15 | 11 | 0%

Shown with values under each structure: part of the list above.
Results follow in this order: EPAC2 antagonist	EPAC2 ag	CCT chaperon mod	PTHR1 agonist	Akt phos inh	DRD3 antagonist	D3 ag	Mm-Cpn inhibitor
> O=C(Nc1ccc(Oc2ccsc2C(=O)O)cc1)c1ccccc1F
→ -6%	4%	-0.2	i	i	11	1	-1%
> Clc1ccc2c(c1)C(N1CCNCC1)Cc1ccccc1S2 (centres undefined)
→ -9%	7%	-2.8	-4%[57.5 µM]	i	-56*	-26	0%
> COc1ccc(NC(=O)c2cccc(N3C(=O)c4ccc(C(=O)Nc5ccc(OC)c(O)c5)cc4C3=O)c2)cc1O
→ 0%	2%	-0.2	-16%	i	10	1	2%
> O=C(c1ccco1)N1CCN(CC(O)Cn2c3ccccc3c3ccccc32)CC1 (centres undefined)
→ 1%	2%	-0.4	-2%	i	5	10	-12%

(listing goes on)
SMILES | EPAC2 antagonist | EPAC2 ag | CCT chaperon mod | PTHR1 agonist | Akt phos inh | DRD3 antagonist | D3 ag | Mm-Cpn inhibitor
O=C(CN1CCN(c2ccccn2)CC1)NCCc1ccccc1 | 4% | 3% | 2.2 | i | i | -3 | 5 | -5%
CCc1ccc(C(=O)Nc2nc(C)cs2)s1 | 3% | -3% | 2.7 | -19% | i | 2 | -10 | -2%
O=C(O)C1=C[C@@H](c2coc3ccccc3c2=O)C[C@@H](OCc2ccc(CO)cc2)O1 | -1% | 4% | -0.8 | -4% | i | 7 | 7 | x
CCCCC(=O)NC(=S)Nc1cccc(NC(=O)c2ccccc2)c1 | u | 13% | -0.5 | 3% | i | -17 | -3 | -9%
CN(C)C(=O)COc1ccc2c3c(c(=O)oc2c1)CCCC3 | -4% | -4% | 0.1 | i | i | 1 | 0 | 0%
O=C(/C=C/c1ccccc1)CCN1CCCCC1 | 17% | 11% | 0.2 | -24% | i | -88* | -21 | x
COc1ccc(OCC(=O)Nc2cc(-c3nn(C)c(=O)c4ccccc34)ccc2OC)cc1 | -5% | 6% | -1.0 | -21%[57.5 µM] | i | -62* | 4 | -7%
CC(=O)Nc1ccc(NC(=O)C(C)OC(=O)CCCc2c[nH]c3ccccc23)cc1 (centres undefined) | -12% | 6% | 2.0 | 24% | i | 4 | 1 | 0%
O=C(Nc1nnc(COc2ccc(F)cc2)s1)Nc1ccccc1F | -7% | -1% | -1.7 | i | i | 11 | 0 | 2%
